# 5HT1a ag – human 5-HT1a receptor agonists, primary screen, cell-based, CHO, Ga15 NFAT-bla reporter. 5-hydroxytryptamine receptor 1A (Homo sapiens), P08908. CHO 5-HT1a Ga15 NFAT-bla reporter, FRET ratio; 0% basal, 100% maximal reference agonist. activation, % at 10 µM. 65,000 compounds, 0.56% hits;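 active means activation above the screen-wide mean activation plus 3 SD, cut at about 19% in these data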;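 further: 0% = DMSO wells and 100% = 5-CT at EC100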
# Target sequence (P08908 whole entry, looked up): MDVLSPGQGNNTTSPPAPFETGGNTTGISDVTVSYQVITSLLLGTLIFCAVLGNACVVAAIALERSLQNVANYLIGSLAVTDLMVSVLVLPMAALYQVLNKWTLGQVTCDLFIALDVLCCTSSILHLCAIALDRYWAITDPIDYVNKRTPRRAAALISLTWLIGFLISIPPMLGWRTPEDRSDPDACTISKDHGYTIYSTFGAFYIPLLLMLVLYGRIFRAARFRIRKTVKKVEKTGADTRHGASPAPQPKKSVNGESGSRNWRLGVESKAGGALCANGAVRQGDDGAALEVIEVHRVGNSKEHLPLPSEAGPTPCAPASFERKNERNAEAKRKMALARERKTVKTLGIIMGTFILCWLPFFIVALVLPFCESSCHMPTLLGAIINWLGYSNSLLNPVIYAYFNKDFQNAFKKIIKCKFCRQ
# NADH enzymes – inhibitors of PK/LDH coupling enzymes, profiling panel, artefact control, biochemical, MLSMR library; coupled PK/LDH NADH assays, four targets; 65,000 compounds, 0.02% hits; AID 774, 2007; IC50, µM (titrated, usually from 10 µM), for the others: at the highest dose inhibition;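 active means single-dose screening hits from any of four coupled enzyme assays that gave an IC50 when retested across doses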;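 further: the DPM-DC format reads NADH fluorescence rather than 340 nm absorbance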
# RORA act – activators of orphan receptor RORA, primary screen, cell-based, luminescence | AID 560, 2006 | activation, % at 10 µM | Nuclear receptor ROR-alpha (Homo sapiens), P35398 | 65,000 compounds, 1.5% hits | CHO-K1 Gal4-RORA LBD luciferase reporter; percent increase over mock-subtracted basal signal;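 active means activation above the mean of all tested compounds plus 3 SD, cut at about 49% in these data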;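 further: 0% = DMSO-treated RORA cells and 100% = added signal equal to DMSO minus mock-transfected cells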
# Target sequence (P35398 whole entry, looked up, the tested form may be a part): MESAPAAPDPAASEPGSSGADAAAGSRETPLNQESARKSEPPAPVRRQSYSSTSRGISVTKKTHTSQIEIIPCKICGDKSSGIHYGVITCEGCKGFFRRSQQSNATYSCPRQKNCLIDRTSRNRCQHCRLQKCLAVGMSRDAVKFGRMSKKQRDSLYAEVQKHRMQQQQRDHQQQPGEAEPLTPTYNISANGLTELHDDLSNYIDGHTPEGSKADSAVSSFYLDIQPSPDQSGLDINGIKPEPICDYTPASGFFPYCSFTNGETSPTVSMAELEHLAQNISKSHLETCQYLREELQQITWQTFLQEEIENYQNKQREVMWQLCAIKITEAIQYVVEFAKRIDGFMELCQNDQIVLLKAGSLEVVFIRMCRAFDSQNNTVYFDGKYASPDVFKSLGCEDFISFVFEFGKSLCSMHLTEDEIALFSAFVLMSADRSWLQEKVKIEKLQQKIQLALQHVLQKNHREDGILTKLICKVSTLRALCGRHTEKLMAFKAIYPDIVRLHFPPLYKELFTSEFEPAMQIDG
# MMP-13 inhibitor – human MMP13 inhibitors, primary screen, biochemical, FRET peptide cleavage; MMP-13 fTHP FRET cleavage, Mca fluorescence; 65,000 compounds, 0.07% hits; inhibition, % at 4 µM; AID 570, 2006; Collagenase 3 (Homo sapiens), P45452;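 active means inhibition above the mean of compound-free control plate wells plus 3 SD, cut at about 14% in these data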;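 further: 0% = DMSO wells and 100% = wells with reference MMP-13 inhibitor after basal subtraction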
# A340 absorber – compound light absorbance at 340 nm, profiling panel, artefact control, biochemical, MLSMR library, data from PS, PMK, MK assays; compound absorbance at 340 nm, fold over control; fold change at 10 µM; 65,000 tested, under 10 active;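 active means at 10 µM dose, initial 340 nm absorbance at least 2 fold that of control wells; inactive means change under 2 fold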;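 further: initial absorbance extrapolated from kinetic A340 decline of NADH oxidation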
# 5-HT1A blocker – human 5-HT1a receptor antagonists, primary screen, cell-based, CHO, Ga15 NFAT-bla reporter; 5-hydroxytryptamine receptor 1A (Homo sapiens), P08908; CHO 5-HT1a Ga15 NFAT-bla reporter, antagonist mode; inhibition, % at 10 µM; 62,000 compounds, 0.68% hits; AID 612, 2007;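 active means inhibition above the mean of all tested compounds plus 3 SD, cut at about 43% in these data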;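 further: receptor stimulated by 5-CT agonist at 100 nM near EC80; beta-lactamase reporter measured by ratiometric fluorescence of a cleavable substrate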
# SF-1 act – activators of human SF-1, primary screen, cell-based, CHO-K1, Gal4-SF-1 LBD, luciferase luminescence; 65,000 compounds, 1.9% hits; Steroidogenic factor 1 (Homo sapiens), Q13285; activation, % at 10 µM; CHO-K1 Gal4-SF-1 LBD luciferase reporter; % increase over DMSO SF-1-specific signal;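 active means activation above the mean activation of all tested compounds plus 3 SD, cut at about 50% in these data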
#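 Material: Gal4–SF-1 LBD one-hybrid luciferase reporter in CHO-K1 cells | Amount: 4,000 cells per well | Compound dosing: 10 µM single point, 1% DMSO | Schedule: 20 h compound treatment, 37 °C | Measured by: SteadyLite luciferase luminescence | Evaluation: Percent activation versus DMSO | Control set: DMSO-treated SF-1-transfected cells as negative, DMSO-treated mock-transfected cells lacking SF-1 as background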
# Fluor 339 460 – intrinsic fluorescence of library compounds, ex339/em460 – biochemical, MLSMR library, data from DPM-DC assay, artefact control, profiling panel | compound autofluorescence, ex339/em460 nm, NADH buffer; hits give high values; 1 = no-compound wells, NADH background | fluorescence fold increase at 10 µM | 65,000 compounds, 5.5% hits;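 active means at 10 µM, mean starting fluorescence two-fold or more over control wells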;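 further: signal is the first read of a kinetic run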
# TNAP act DEA – human TNAP enzyme activators, primary screen, biochemical, luminescent, intermediate phosphate acceptor level; 64,000 tested, under 10 active; activation factor at 20 µM; purified TNAP, CDP-star luminescence, 100 mM DEA, 30 min; hits give high values; scale: 0 levamisole-inhibited, 1 vehicle-only enzyme; Alkaline phosphatase, tissue-nonspecific isozyme (Homo sapiens), P05186;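 active means activation factor of at least 2 at 20 µM, relative to controls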
# The depositor's hits bear a star; nt = no result given; [ ] = another dose, or the depositor's remark.
SMILES,5HT1a ag,NADH enzymes,RORA act,MMP-13 inhibitor,A340 absorber,5-HT1A blocker,SF-1 act,Fluor 339 460,TNAP act DEA
O=C(O)C1C2CCC(O2)C1C(=O)NCc1ccncc1 (configuration not stated),-3.0,8%,-4,6,0.98,5,-8,1.1,1
COc1ccccc1C(=O)NCC(=O)Nc1ccccc1,-0.8,3%,6,1,0.99,12,18,1,0.9
Cn1c(=O)c2nnn(/N=C(\c3ccccc3)C3CC3)c2n(C)c1=O,1.5,6%,-8,9,1,-2,-3,0.99,0.9
CC1=CC(=C2N=C(c3ccccc3)OC2=O)C=C(C)O1,-5.6,5%,20,3,1,13,14,1.1,0.8
COCC(C)n1c(C)cc(C(=O)COC(=O)c2ccc3ncsc3c2)c1C (configuration not stated),-3.3,8%,-6,-19,1.1,4,-9,1.1,1
CCCc1cc(=O)n2[nH]c(C)cc2n1,0.5,7%,9,-22,1,6,-10,1.2,1
Cc1ccc(S(=O)(=O)N2CCCC2C(=O)n2nc(C)cc2C)cc1 (configuration not stated),-2.8,2%,-3,0,0.98,0,6,0.98,0.9
Cc1ncsc1C(=O)Nc1nc2c(s1)CCCC2,1.2,10%,57*,2,1.1,1,66*,1,0.9
O=C(c1ccco1)N(Cc1cc2ccccc2[nH]c1=O)C1CCCCC1,0.4,2%,11,-1,1,7,10,1.1,0.9
N#Cc1c(/N=C/N2CCOCC2)sc2c1CCCCC2,-0.2,1%,91*,4,1.1,14,83*,1,1
Cc1ccc(S(=O)(=O)Nc2ccc3c(c2)ncn3C(C)(C)C)cc1,-0.3,0%,22,-2,1.1,-12,4,1.1,1
CCCS(=O)(=O)N1CCCC(C(=O)NCCN(CC)c2ccccc2)C1 (configuration not stated),-0.3,5%,-6,-1,1,10,-4,1.1,1
Cn1cccc1Cc1nnc(SCC(=O)N2CCCCCC2)n1CCc1ccccc1,0.4,6%,-9,-3,0.99,-5,-6,1,0.9
Cc1nc(NC2=NCN(Cc3cccnc3)CN2)nc2ccccc12,-5.0,4%,30,1,1,-2,-2,1.1,1
CCOC(=O)N1CCC(NC(=O)C2CCCN(Cc3nc(-c4cccc(Cl)c4)oc3C)C2)CC1 (configuration not stated),2.0,8%,-63,-5,1,25,-58,1.2,0.9
Cc1cccc2sc(NC(=O)C3CCCN(S(=O)(=O)c4cccc5nonc45)C3)nc12 (configuration not stated),-3.8,8%,4,2,1,1,-6,1.1,0.9
N#Cc1c(SCC(N)=O)nc(-c2ccccc2)c2c1CCCC2,-1.7,7%,-6,1,1,-21,-8,1.2,0.8
CN=C1SC(CC(=O)NCCc2ccc(OC)c(OC)c2)C(=O)N1C (configuration not stated),-1.7,9%,-30,0,1,-13,-13,1.1,1
CCOC(=O)C1=C(C)NC(=O)CC1c1ccccc1 (configuration not stated),-1.3,6%,-1,1,1.1,4,4,1.1,0.8
CCOC(=O)NC(Nc1cc(C)ccn1)(C(F)(F)F)C(F)(F)F,-1.6,10%,4,6,1,13,-15,1.1,1
Cc1ccc(S(=O)(=O)N2CCCC2C(=O)O)cc1 (configuration not stated),0.1,0%,12,5,1,2,14,1.1,0.9
COc1cccc(CN2C(=O)CCC2(C)C(=O)NC2CCCCC2)c1 (configuration not stated),-1.1,5%,-20,-6,1,-6,15,1.1,0.9
COc1cc(C(=O)Nc2ccc(S(=O)(=O)Nc3cc(C)on3)cc2)cc(OC)c1OC,-2.9,3%,-14,1,1,-7,-19,1.1,0.9
CC1CCN(CCNC(=O)CCS(=O)(=O)c2ccc(Br)cc2)CC1,-3.3,1%,-4,2,1,9,10,1.1,1
CC(C)C(=O)Nc1cccc(C(=O)NCCc2ccc(S(N)(=O)=O)cc2)c1,-3.3,7%,-9,6,1,-1,-9,1.1,0.8
O=C(CSc1ccccn1)Nc1ccccc1F,nt,2%,nt,nt,1,nt,nt,1.1,0.9
COc1ccc(S(=O)(=O)N(C)CC(=O)Nc2ccc(F)cc2)cc1,-3.6,5%,-9,2,1,1,-9,1,0.9
COc1ccc(C2C(C#N)=C(N)N3C(=C2C#N)Sc2ccccc23)cc1 (configuration not stated),-1.4,14%,-6,0,1.1,-6,-14,1.7,1
CC(C)OC(=O)CCC1(C(=O)O)CCC(=O)NC1 (configuration not stated),-1.6,12%,30,2,0.99,8,2,1,0.9
CC1(C)C2CCC1(C)C(NC(=O)CCN1CCCCC1)C2 (configuration not stated),-0.4,5%,-4,-5,0.99,nt,-6,1.1,0.8
NC(=O)C1(N2CCCCC2)CCN(C(=O)CSc2nc3ccccc3s2)CC1,0.1,3%,-13,-2,1,-6,-8,1.1,1
Cc1noc(C)c1S(=O)(=O)NCCc1ccc(S(N)(=O)=O)cc1,-0.8,5%,9,1,0.99,-8,-2,1.1,1
Cc1csc(NC(=O)c2cccc(Cn3nc(C)c(Br)c3C)c2)n1,-0.5,2%,-8,0,1,28,9,1.1,0.9
COc1cc(OC)c(C2C(C#N)=C(N)OC3=C2C(=O)CC(C)C3)cc1OC (configuration not stated),-3.2,4%,3,0,1,-5,-7,1.1,0.9
CCOC(=O)C(C)Sc1ncnc2c1nnn2-c1ccc(F)cc1 (configuration not stated),2.5,3%,0,4,0.98,0,-2,1.1,0.9
Cc1cc(C)cc(N(C(=O)CNC(=O)c2ccco2)C(C(=O)NC2CCCC2)c2cccnc2)c1 (configuration not stated),-4.1,11%,-14,0,0.96,-1,0,1.1,1
Cc1nnc(SCc2ccon2)n1-c1ccccc1,0.0,3%,-3,4,1,9,22,1.1,nt
Cc1cc(N2C(=O)C(=O)/C(=C(/O)c3ccccc3)C2c2cccs2)no1 (configuration not stated),0.5,5%,1,-4,1.1,nt,-1,1.1,0.9
CC(C)CC(=O)Nc1cccc(-c2cn3ccsc3n2)c1,-3.9,6%,0,1,1,1,43,1.1,1
Cc1cc(NC(=O)CCCC(=O)N(CC(=O)NCCc2ccccc2)Cc2ccc(F)cc2)no1,-4.2,5%,-31,0,1,17,3,1,1

# Quoted from the listing.
# NADH enzymes result of Cc1csc(NC(=O)c2cccc(Cn3nc(C)c(Br)c3C)c2)n1 → 2%
# RORA act result of Cc1cc(N2C(=O)C(=O)/C(=C(/O)c3ccccc3)C2c2cccs2)no1 (configuration not stated) → 1

# Some entries already given, showing only A340 absorber.
mol | A340 absorber
COc1cccc(CN2C(=O)CCC2(C)C(=O)NC2CCCCC2)c1 (configuration not stated) | 1
COc1cc(C(=O)Nc2ccc(S(=O)(=O)Nc3cc(C)on3)cc2)cc(OC)c1OC | 1
CC1CCN(CCNC(=O)CCS(=O)(=O)c2ccc(Br)cc2)CC1 | 1
CC(C)C(=O)Nc1cccc(C(=O)NCCc2ccc(S(N)(=O)=O)cc2)c1 | 1

# Additional results:
SMILES,5HT1a ag,NADH enzymes,RORA act,MMP-13 inhibitor,A340 absorber,5-HT1A blocker,SF-1 act,Fluor 339 460,TNAP act DEA
CCCC1C(C(=O)OCC)=C(C)NC(C)=C1C(=O)OCC,-1.4,3%,-6,-1,1.1,4,1,1.4,0.9
Cc1noc(/C=C/N(C)C)c1S(=O)(=O)N1CCc2ccccc21,-3.0,3%,-3,1,1.1,34,-13,0.97,0.8
O=c1ccsn1Cc1ccccc1,-2.0,8%,-16,1,1,31,-17,1.1,0.9
O=C(CSc1nc2c([nH]c3ccccc32)c(=O)n1-c1cccc(Cl)c1)N1CCOCC1,3.7,3%,8,2,1.1,6,11,1.2,1
CCSc1nnc(Cn2c(=O)sc3ccccc32)n1-c1ccccc1C,1.2,4%,-8,-1,1.1,6,-12,1.1,0.9
CC(c1ccco1)N(Cc1ccco1)C(=O)Nc1ccccc1 (configuration not stated),1.0,2%,4,0,1,15,0,1,0.8
Cn1nnc2cc(C(=O)N3CCSCC3)ccc21,-3.4,0%,3,5,1,13,7,1.1,0.9
CN(C)c1ccc(C(=S)N2CCOCC2)cc1,-1.1,7%,2,0,1.1,4,-14,1,0.9
CCOC(=O)c1ccc(S(=O)(=O)Nc2cc(C(C)(C)C)no2)cc1,2.3,2%,13,-10,1,15,12,1.1,0.8
CCOC(=O)CSc1nnc(CNC(=O)c2ccc(S(=O)(=O)N3CCCCC3)cc2)n1C,-3.8,0%,-10,-2,1,-14,-19,1.1,1
Cc1ccc(-c2nc3cc(NC(=O)C(C)C)ccc3o2)cc1,-1.4,2%[fluoresces],20,-326[fluorescence artefact?],1.1,-3,11,2.5*,0.9
O=C(Nc1cccc(C(=O)N2CCCC2)c1)c1ccccc1,-0.9,9%,-5,0,1,-1,-20,1.1,0.9
Cc1ccc(-c2nnc3sc(C4COc5ccccc5O4)nn23)cc1 (configuration not stated),-0.8,5%,-9,2,1,18,5,1.1,1
O=C(CCNc1cc(Cl)cc(Cl)c1)c1ccco1,-2.8,2%,-3,2,1.1,21,8,1.1,0.8
COc1cc2sc(C)nc2c2sccc12,0.7,2%,-4,-4,1.1,-2,6,1.1,0.9
Cc1ccc(C(=O)OCC(=O)Nc2ccccc2)cc1NC(=O)c1ccco1,-5.6,5%,12,4,0.99,9,22,1.1,0.9
COC(=O)CN1C(=O)N(c2ccccc2)C(N(O)C(=O)Nc2ccccc2)C1(C)C (configuration not stated),0.5,7%,4,-2,0.98,-16,2,1.1,0.9
Cc1ccc(S(=O)(=O)Cn2nnnc2CN2CCN(Cc3ccc4c(c3)OCO4)CC2)cc1,-1.8,2%,13,-4,1.1,14,-21,1.1,1.1
CCC1(C)Cc2c(C#N)c(N)n(N)c(=S)c2CO1 (configuration not stated),-1.7,2%,-22,2,1.1,-4,-7,1.1,0.9
Cc1cc(=O)n2nc(N3CCC(C(=O)N4CCN(Cc5ccccc5)CC4)CC3)sc2n1,-1.6,3%,3,0,1,-9,1,1.1,0.9
CCOC(=O)c1cc2oc(C)cc2n1CC(=O)OC1CCCCC1,-1.0,2%,-5,2,1,3,-8,1.1,1
COc1ccc(N2CCN(Cc3nc4c(c(=O)[nH]c(=O)n4C)n3Cc3cccc(Cl)c3)CC2)cc1,2.7,4%,11,-4,1,-12,-15,1.1,1
Cc1cc(C)n2nc(CC(=O)NC3CCCCCCC3)nc2n1,1.8,6%,-15,2,1,-4,-8,0.96,1
COc1ccc(Nc2nc(-c3sc(N)nc3C)cs2)cc1,-2.8,3%,6,7,0.99,-2,29,1,0.8
O=C(C1Cc2ccccc2O1)N1CCCCC1 (configuration not stated),-0.8,3%,-5,-5,1,1,-11,1,0.9
CC1Cc2ccccc2N1C(=O)COC(=O)c1ccc(S(=O)(=O)N(C)C)cc1 (configuration not stated),-0.2,2%,-6,-3,0.97,6,15,1.1,0.9
COC(=O)[C@H](CCSC)NC(=O)NC1CCN(Cc2ccccc2)CC1,-1.4,7%,-10,1,1.1,5,-2,1.1,0.9
